Assay outcomes (PubChem)
FBA Mtb inh = Mtb FBA enzyme inhibitors, primary screen, biochemical, fluorescence, strain H37Rv; purified M. tuberculosis FBA, fluorescence read-out; inhibition, % at 1 µM; AID 588726, 2011; Fructose-bisphosphate aldolase (Mycobacterium tuberculosis (strain ATCC 25618 / H37Rv)), …; 2.3% of 360,000 active; in the data active means inhibition above about 27%;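 further: 0% = vehicle and 100% = reference inhibitor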
Mtb UGM inh = M. tuberculosis UGM enzyme inhibitors, primary screen, biochemical, fluorescence polarization, single point; UDP-galactopyranose mutase (Mycobacterium tuberculosis (strain ATCC 25618 / H37Rv)), …; AID 504406, 2011; purified UGM, fluorescence polarization probe displacement; inhibition, % at 10 µM; 0.06% of 320,000 active; in the data active means inhibition above about 10%, passing the limit was not always enough; inconclusive means no clear call, values can overlap the other calls
Target sequence (P9WIQ1 whole entry, looked up): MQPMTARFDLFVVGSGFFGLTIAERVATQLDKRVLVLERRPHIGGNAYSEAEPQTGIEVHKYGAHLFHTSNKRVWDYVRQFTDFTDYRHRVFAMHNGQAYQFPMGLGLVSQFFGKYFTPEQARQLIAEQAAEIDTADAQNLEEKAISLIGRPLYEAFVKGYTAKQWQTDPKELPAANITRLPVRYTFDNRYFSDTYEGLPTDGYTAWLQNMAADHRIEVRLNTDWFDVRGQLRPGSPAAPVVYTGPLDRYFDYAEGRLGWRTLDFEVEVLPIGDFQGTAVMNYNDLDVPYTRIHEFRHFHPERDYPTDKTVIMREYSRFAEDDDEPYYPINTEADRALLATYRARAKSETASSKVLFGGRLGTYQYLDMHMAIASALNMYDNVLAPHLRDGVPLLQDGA
GDH-TPI counter = GDH-TPI coupling enzyme inhibitors, primary screen, artefact control for M. tuberculosis FBA inhibitor project, biochemical, absorbance, full deck; GDH-TPI coupled enzyme counterscreen, NADH absorbance; inhibition, % at 4.8 µM; 1.2% of 360,000 active; AID 588335, 2011; in the data active means inhibition above about 30%;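 further: 0% = DMSO wells and 100% = wells lacking the enzyme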
Rv3671c protease = Rv3671c serine protease inhibitors, primary screen, biochemical, fluorescence polarization, M. tuberculosis H37Rv; P9WHR9; AID 2606, 2010; inhibition, % at 5.96 µM; 0.048% of 320,000 active; in the data active means inhibition above about 38%;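 further: extracellular domain of Rv3671c used as enzyme; 0% = enzyme with DMSO and 100% = no enzyme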
Target sequence (P9WHR9 whole entry, looked up, the tested form may be a part): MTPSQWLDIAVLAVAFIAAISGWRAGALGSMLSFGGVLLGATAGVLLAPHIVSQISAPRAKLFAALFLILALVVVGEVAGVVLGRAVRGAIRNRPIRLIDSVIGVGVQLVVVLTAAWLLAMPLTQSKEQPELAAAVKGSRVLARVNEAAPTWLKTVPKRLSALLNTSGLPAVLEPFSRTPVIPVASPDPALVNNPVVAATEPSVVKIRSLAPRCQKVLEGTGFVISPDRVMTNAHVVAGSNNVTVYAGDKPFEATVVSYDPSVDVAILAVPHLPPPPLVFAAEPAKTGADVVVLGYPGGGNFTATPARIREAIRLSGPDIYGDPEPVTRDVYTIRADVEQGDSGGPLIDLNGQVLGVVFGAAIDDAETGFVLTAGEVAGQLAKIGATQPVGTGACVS
FadD28 binding = inhibitors of FadD28 bisubstrate probe binding, primary screen, biochemical, fluorescence polarization, single point. AID 588549, 2011. inhibition, % at 12.5 µM. 0.22% of 360,000 active. Mycobacterium tuberculosis FadD28 fatty-acid-AMP ligase; in the data active means inhibition above about 8.5%, passing the limit was not always enough; inconclusive means no clear call, values can overlap the other calls
PrPC surface inh = inhibitors of human cell surface prion protein PrPC, primary screen, cell-based, TR-FRET. Major prion protein (Homo sapiens), P04156. TR-FRET read-out. inhibition, % at 13.8 µM. 0.43% of 370,000 active; in the data active means inhibition above about 24%; further: 0% = median of the test wells and 100% = reference compound wells
Mtb BioA inh = M. tuberculosis BioA enzyme inhibitors, primary screen, biochemical, plate reader, single point, HTS; 0.096% of 360,000 active; purified M. tuberculosis BioA enzyme; 7,8-diaminopelargonic acid synthase BioA (Mycobacterium tuberculosis); inhibition, % at 9.99 µM; in the data active means inhibition above about 40%; inconclusive means no clear call, values can overlap the other calls
BoNT-F LC inh = BoNT/F light chain protease inhibitors, primary screen, biochemical, flow cytometry, MLPCN library | inhibition, % at 10 µM | 0.22% of 360,000 active | Botulinum neurotoxin type F light chain protease (Clostridium botulinum) | Multiplex microsphere protease cleavage assay | AID 588497, 2011; in the data active means inhibition above about 35%, passing the limit was not always enough; inconclusive means no clear call, values can overlap the other calls; further: plate controls were buffer without enzyme for full effect and enzyme alone for no effect
MazF activator = activators of E. coli MazEF toxin-antitoxin RNase, primary screen, biochemical, fluorescence, uHTS. FAM/BHQ RNA-DNA oligo cleavage fluorescence, 5 h. activation, % at 20 µM. 0.32% of 350,000 active. AID 504720, 2011; in the data active means activation above about 50%
Target sequence (P0AE70 whole entry, looked up): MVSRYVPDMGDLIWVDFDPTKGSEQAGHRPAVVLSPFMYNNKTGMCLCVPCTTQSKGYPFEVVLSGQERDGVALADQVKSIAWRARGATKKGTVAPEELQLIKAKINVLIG
Numbers without * were called inactive; ? = inconclusive; . = not tested or not shown. Hits appear at their usual frequency (roughly 4.8% active in at least one column).

SMILES	FBA Mtb inh	Mtb UGM inh	GDH-TPI counter	Rv3671c protease	FadD28 binding	PrPC surface inh	Mtb BioA inh	BoNT-F LC inh	MazF activator
Cc1ccc(CNC(=O)C(Cc2ccccc2)NS(=O)(=O)c2ccc(Br)s2)cc1 (stereo not given)	0	-0.3	-11	-6	50*	1	.	-4	-9
O=C(O)c1ccc(N/N=C/c2ccc(F)c(F)c2)cc1	1	1.7	58*	4	2.8	17	.	-8	1
O=C(CN1CCN(c2cccc(Cl)c2)CC1)NC1CCCc2ccccc21 (stereo not given)	-1	-2.2	-2	10	-0.7	1	-0.4	7	-5
CCOc1ccccc1NC(=O)CS(=O)(=O)c1cn(CC(=O)N2CCOCC2)c2ccccc12	1	-0.8	14	5	-2.0	-1	-1.1	12	1
NC(=O)C1CCN(C(=O)COc2ccc(S(=O)(=O)NC3CCCC3)cc2)CC1	-1	1.3	3	4	-3.4	6	-0.6	-7	2
Cc1nn(C)c(C)c1NC(=O)c1ccccc1NC(=O)Nc1ccccc1	2	-1.6	5	-1	-0.9	3	-1.4	-28	6
CCSc1nnc(NC(=O)CSc2nccn2-c2cc(C)cc(C)c2)s1	.	1.1	.	-2	.	-1	.	.	3
Cc1ccc(NC(=O)CS(=O)CC(=O)NCC2CCCO2)cc1 (stereo not given)	-3	0.7	0	-3	1.7	-8	-2.6	4	6
c1ccc(CSc2nnc(-c3ccncc3)o2)cc1	1	0.5	4	-4	-1.3	4	1.9	2	-13
COc1ccc2c3n(nc2c1)CCN=C3c1ccc(Cl)cc1	0	-2.6	3	-1	0.4	-2	0.4	-5	6
COc1ccc(Br)cc1CN(C)C(=O)c1cnc(C)cn1	-3	2.5	-4	8	-1.4	-1	.	-40	-1
Cc1cc(C(=O)NCCc2ccc(Cl)cc2)c2ccccc2n1	2	-0.5	2	-1	-3.5	-4	-1.0	-8	4
CC(C)C(=O)Nc1ccc(O)c(-c2csc(N)n2)c1	0	-1.7	11	2	-3.7	-3	0.1	-2	8
O=C(NN(Cc1ccccc1)Cc1ccccc1)c1ccccc1	-1	.	14	.	-1.8	-2	-0.2	-2	-5
COc1ccc(NC(=O)c2cc(-c3ccco3)on2)c(OC)c1	3	3.1	-3	2	-3.2	10	5.8	-9	5
O=C(NCCc1ccccc1)c1c[nH]c2c(F)cccc2c1=O	1	-0.6	11	-2	-4.1	10	-1.3	17	0
O=C(O)CSCC(=O)N1CCN(Cc2ccc3c(c2)OCO3)CC1	0	0.9	2	-9	-0.8	.	-0.8	9	0
Cc1csc(=O)n1CC(=O)Nc1ccc(Cl)cc1F	1	-0.3	-10	8	-0.9	-6	-0.2	.	3
Cc1c(Cl)cccc1NC(=O)CCS(=O)(=O)c1cccc2nonc12	-1	2.3	3	-1	-0.8	-10	0.1	4	22
Cc1oc(-c2cccc(Cl)c2)nc1CN(C)C1CCOC1 (stereo not given)	2	-2.8	4	-6	-1.7	-4	.	-2	-4
C#Cc1ccc([C@@H]2C=C(C(=O)N3CCN(Cc4ccccc4)CC3)O[C@H](OCCCCO)C2)cc1	5	1.2	13	3	-2.0	.	-0.5	-7	.
Cc1cc(C)cc(NC(=O)COC(=O)COc2ccc(N(C)S(=O)(=O)c3cccs3)cc2)c1	-4	0.1	-1	-28	-3.8	-7	-1.5	3	-2
COc1ccc2c(c1)OC[C@H]1[C@H]2N2C(=O)CN(CCc3c[nH]c4ccccc34)C(=O)[C@@]2(C)[C@H]1c1ccccc1	0	3.2	5	-1	-1.6	-1	-5.2	0	-6
COC(=O)c1cccc(NC(=O)NC2CCCN2S(=O)(=O)c2ccc(Cl)cc2)c1 (stereo not given)	-3	.	14	.	-3.4	-4	.	-2	10
O=C(Nc1nc2ccccc2s1)C1CC(=O)N(c2ccccc2)C1 (stereo not given)	2	-2.5	12	1	-1.9	1	15	2	4
CC(C)[C@H]1C=C(C(=O)O)O[C@@H](OCCCCO)C1	0	-0.4	2	-11	-1.3	-9	-1.1	5	-2
c1ccc(CCNCC2COc3ccccc3O2)cc1 (stereo not given)	2	-5.1	3	3	.	-4	0.6	-14	-5
OCC[C@@H]1C[C@@H](O)[C@H](O)[C@]2(CCCO2)O1	0	-0.9	8	-4	-2.0	11	0.7	-1	7
COc1ccccc1NS(=O)(=O)c1cc(NC(=O)CN2C(=O)NC3(CCCC3)C2=O)ccc1C	-1	2.2	-11	-2	-1.0	3	-0.3	24	7
CCCCCn1c(=O)c(C(=O)Nc2ncccc2C)c(O)c2ccccc21	3	-0.7	6	-18	-1.1	-9	-3.5	38*	7
C[C@@]12C(=O)N(Cc3ccco3)CC(=O)N1[C@H]1c3ccccc3OC[C@@H]1[C@@H]2c1ccccc1	-2	0.6	2	-2	-1.9	9	-3.9	13	18
CCOC(=O)c1c(C)[nH]c2cc(Br)c(O)cc12	0	0.8	-3	0	2.2	2	-2.6	-8	-5

Random excerpt: three compounds from above, in no set order.
SMILES	FBA Mtb inh	Mtb UGM inh	GDH-TPI counter	Rv3671c protease	FadD28 binding	PrPC surface inh	Mtb BioA inh	BoNT-F LC inh	MazF activator
CCOC(=O)c1c(C)[nH]c2cc(Br)c(O)cc12	0	0.8	-3	0	2.2	2	-2.6	-8	-5
CCCCCn1c(=O)c(C(=O)Nc2ncccc2C)c(O)c2ccccc21	3	-0.7	6	-18	-1.1	-9	-3.5	38*	7
CC(C)[C@H]1C=C(C(=O)O)O[C@@H](OCCCCO)C1	0	-0.4	2	-11	-1.3	-9	-1.1	5	-2

Next part.
SMILES	FBA Mtb inh	Mtb UGM inh	GDH-TPI counter	Rv3671c protease	FadD28 binding	PrPC surface inh	Mtb BioA inh	BoNT-F LC inh	MazF activator
Cc1cc(C)c(C)c(S(=O)(=O)N2CCN(C(=O)c3ccccc3OCc3c(C)noc3C)CC2)c1C	1	-0.1	-5	2	-0.4	8	-0.2	3	2
CCC/C=C/c1ccc(CN2C(C(C)C)C(=O)N(Cc3cn(CCC4OCCCO4)nn3)CCS2(=O)=O)cc1 (stereo not given)	0	.	-3	.	-3.4	4	1.4	-5	23
COc1cccc(-c2onc3ccc(C(=O)/C=C/N(C)C)cc23)c1	0	-0.1	11	-17	-12	-3	0.5	14	6
CCCn1c(SCC(=O)c2cc(C)n(C3CC3)c2C)n[nH]c1=O	-1	0.2	1	-9	-2.3	-3	0.2	-14	-3
COc1ccccc1CNC(=O)C(NC(=O)c1ccccc1)C(C)C (stereo not given)	-1	-2.3	-5	8	-0.3	-4	.	1	3
CN(C)S(=O)(=O)c1cccc(NC(=O)COC(=O)C2CCN(C(=O)c3ccc(F)cc3)CC2)c1	0	-1.8	3	4	-3.3	1	0.4	10	6
O=Cc1c[nH]c2ccc(C(=O)c3ccccc3)cc12	-3	1.0	-9	-19	-5.3	7	5.0	-8	-8
COCCCNC(=O)c1cc(C(=O)Cc2ccccc2)c[nH]1	-2	-1.0	-3	-1	-4.2	-4	.	1	7
CC(=O)N1CCc2cc(S(=O)(=O)NCCC(=O)Nc3cccc(C)c3C)ccc21	3	1.9	-2	-5	-4.8	9	-0.8	?	-1
COc1ccccc1N1C(=O)c2cccc3c(N(C)CCO)ccc(c23)C1=O	-7	9.5	0	4	2.6	-24	-21	-4	-758
CCc1cc(C(=O)NNC(=O)CCN2CCN(c3ccccc3)CC2)sc1C	2	2.8	-10	-3	-0.9	-4	-1.3	-11	1
C[N+]1(CCCOC(=O)C2(c3ccccc3)CCCC2)CCOCC1	3	1.8	2	-1	-0.4	-2	-0.9	-18	5
O=C(Nc1ccccc1Cl)c1cccc(NC(=O)C2C3CC4OC(=O)C2C4C3)c1 (stereo not given)	-1	0.3	7	3	-4.9	3	-2.3	0	9
Cn1cccc1CC(=O)N/N=C/C=C/c1ccccc1	-3	-2.0	20	0	0.0	-5	.	1	3
O=C(Nc1ccccc1)Nc1nncs1	0	0.3	1	-4	0.0	-4	0.2	3	1
Cc1ccc(N(CC(=O)NCc2ccc(F)cc2)C(=O)c2csnn2)c(C)c1	-2	-2.4	5	3	-3.4	2	.	-4	-7
Cc1cccnc1NC(=S)NC(=O)/C=C/c1ccccc1	1	1.5	-2	-3	-1.6	3	.	-3	5
CC(C)(C)OC(=O)Cn1c(=O)cnc2ccccc21	6	0.8	2	-9	-0.8	-4	-1.9	-4	6
COC(=O)Cn1cnc(=O)c(C#N)c1/C=C/N(C)C	-3	.	2	.	-0.3	3	-2.6	-1	2
CCC(C(=O)O)n1cnc2scc(-c3ccc(C)c(C)c3)c2c1=O (stereo not given)	3	0.7	-4	0	1.0	0	-0.6	1	-6
Cc1c(C)c(C)c2[nH]c(-c3ccc4c(c3)OCO4)nc2c1C	173*	0.5	3	0	-2.0	.	.	?	0
Cc1ccc(CN2CCCCC2C(=O)Nc2ccc(Oc3cccnc3)cc2)o1 (stereo not given)	-3	-0.6	-3	-9	-5.3	6	2.0	9	5
C=CCn1c(COc2cccc(C)c2)nnc1SCC(=O)c1c[nH]c2c(CC)cccc12	-6	-1.9	-5	-4	-2.5	-1	-0.9	-4	1
Cc1ccc(S(=O)(=O)NCC(C)n2cncn2)cc1 (stereo not given)	-8	-0.9	-4	-5	1.4	-3	-2.0	0	2
Cc1nn(C(C)(C)C)c(OC(=O)C2CCCC2)c1S(=O)(=O)c1ccccc1	3	.	-4	.	0.5	3	0.7	-28	-6
CCN(CC(=O)Nc1ccc(NC(C)=O)cc1)C(=O)/C=C/c1ccc2c(c1)OCO2	10	-2.6	11	5	-1.7	4	.	9	0
O=C(Nc1ccccc1)N1N=C(c2ccc(F)cc2)CC1c1ccc(F)cc1 (stereo not given)	-1	-0.8	0	-13	-2.5	4	.	1	-3
CCOC(=O)c1ccc(NC(=O)CNC(=O)c2ccco2)cc1	0	-2.5	-7	-1	-1.8	4	-1.2	1	4
O=C(NC12CC3CC(CC(C3)C1)C2)c1cc([N+](=O)[O-])ccc1N1CCOCC1	-1	-0.5	12	-9	2.7	-11	.	2	-1
CCOC(=O)c1cc(NC(=O)c2ccc(Cl)cc2)c(=O)n2c1oc1ccc(Cl)cc12	3	1.4	1	4	?	5	-1.7	0	-33
CC1(C(=O)Nc2cccc3c2CCCC3)CCN1C(=O)CCc1ccc(Cl)cc1Cl (stereo not given)	0	.	4	.	-1.1	5	0.6	-1	.
Cc1cc(C)c(C)c(S(=O)(=O)N2CCC(C(=O)NCC(c3ccccc3)N(C)C)CC2)c1C (stereo not given)	0	1.0	1	-3	-0.4	-2	0.4	-14	21
Cc1cccc(N=Nc2ccc(O)c3ncccc23)c1	-8	-5.1	6	17	-2.3	0	.	-26	6
CS(=O)(=O)N1CCN(C(=O)c2ccc(Cl)s2)CC1	-2	-0.5	3	-10	-4.4	8	1.4	3	11
COCCNC(=O)C(=O)NCC1OCCN1S(=O)(=O)c1ccc(C)cc1 (stereo not given)	1	1.8	-6	2	-3.0	4	-0.9	5	1
O=C(C1c2ccccc2C(=O)N2CCc3ccccc3C12)N1CCC2(CC1)OCCO2 (stereo not given)	1	2.4	-10	-1	-1.6	-1	.	-1	-5
CC(C)(C)c1ccc(NC(=O)CNC2CCCc3ccccc32)cc1 (stereo not given)	-3	-2.3	-6	-7	-1.0	1	.	-9	-11
CCC(CC)c1nnc(NC(=O)CC(C)c2ccccc2)s1 (stereo not given)	-1	3.8	7	1	-3.0	0	-1.3	?	5
